# PDI turbidity: blocks human protein disulfide isomerase activity | P07237 | PDI insulin aggregation turbidity, A650, 90 min | inhibition, % at 10 µM | 350,000 compounds, 0.052% hits | AID 588391;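 active = mean inhibition across replicates of 30% or more, whatever share of single replicates reach that level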;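 note: absorbance from insulin aggregation driven by PDI reduction with DTT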
# Target sequence (P07237 whole entry, looked up): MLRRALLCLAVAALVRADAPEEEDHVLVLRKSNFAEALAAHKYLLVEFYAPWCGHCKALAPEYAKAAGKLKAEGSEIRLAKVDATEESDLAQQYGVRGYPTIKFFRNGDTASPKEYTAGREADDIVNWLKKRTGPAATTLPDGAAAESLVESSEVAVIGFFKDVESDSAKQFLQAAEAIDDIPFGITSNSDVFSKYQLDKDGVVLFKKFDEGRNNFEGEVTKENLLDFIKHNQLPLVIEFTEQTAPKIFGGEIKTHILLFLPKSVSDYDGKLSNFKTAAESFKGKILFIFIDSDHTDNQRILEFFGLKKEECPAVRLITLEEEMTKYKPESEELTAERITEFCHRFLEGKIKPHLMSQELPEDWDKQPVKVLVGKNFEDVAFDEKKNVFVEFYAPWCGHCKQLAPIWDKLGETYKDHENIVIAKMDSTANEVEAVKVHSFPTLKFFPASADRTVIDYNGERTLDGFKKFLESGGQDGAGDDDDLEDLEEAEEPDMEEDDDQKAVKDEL
# NR2E3 ag-1: agonists of human nuclear receptor NR2E3. Q9Y5X4. GST-NR2E3/biotin-RetCOR TR-FRET, 1536-well. 320,000 compounds, 0.12% hits. AID 2300. inhibition of corepressor binding, % at 4.78 µM;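 active = percent inhibition above the cutoff of mean plus 3 SD of all tested compounds, set per screening campaign, cut at about 20% in these data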;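 note: 0% = DMSO wells and 100% = biotin wells as full block of FRET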
# Target sequence (Q9Y5X4 whole entry, looked up): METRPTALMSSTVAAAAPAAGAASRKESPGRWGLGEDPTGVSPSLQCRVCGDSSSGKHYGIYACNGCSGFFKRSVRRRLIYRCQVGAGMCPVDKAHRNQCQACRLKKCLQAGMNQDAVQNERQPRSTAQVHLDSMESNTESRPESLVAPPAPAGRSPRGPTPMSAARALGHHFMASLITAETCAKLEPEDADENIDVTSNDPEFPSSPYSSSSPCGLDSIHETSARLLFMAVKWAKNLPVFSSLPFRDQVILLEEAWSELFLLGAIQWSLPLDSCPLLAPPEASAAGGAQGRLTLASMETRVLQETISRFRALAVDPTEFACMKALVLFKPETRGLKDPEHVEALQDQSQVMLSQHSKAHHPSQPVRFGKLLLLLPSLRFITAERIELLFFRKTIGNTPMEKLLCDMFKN
#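 System: GST-tagged NR2E3 plus biotinylated RetCOR corepressor; Amount: 1.35 nM GST-tagged NR2E3 final; Dosing: single nominal compound dose of 4.8 µM; Schedule: 5 h incubation at 4 °C; Technique: TR-FRET with europium anti-GST and streptavidin-D2, 340 nm excitation; Controls: biotin wells as high control, 0.6% DMSO wells as low control.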
# CaV13 FRET inh: Disruptors of the CACNA1D IQ motif to Ca2+-dependent inactivation inhibitor domain association, primary screening, Förster resonance energy transfer in intact living …; HEK cells, CFP/YFP FRET ICDI-IQ, plate reader, 10 min; percent FRET-ratio fall versus neutral wells; inhibition, % at 12.3 µM; 340,000 compounds, 0.098% hits;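 active = mean replicate inhibition of at least 30% and at least 1% of replicates passing that level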;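 note: 0% = median of the neutral control wells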
# NR2E3 ag-2: agonists of human NR2E3 nuclear receptor | AID 602229 | inhibition of corepressor binding, % at 3.98 µM | CHO-S Gal4-NCOR/VP16-NR2E3 two-hybrid, luciferase | Q9Y5X4 | 360,000 compounds, 0.35% hits;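 active = inhibition above the mean of all tested compounds plus 3 SD, cut at about 70% in these data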;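 note: 0% = DMSO with NR2E3 transfected cells and 100% = cells lacking NR2E3 construct; higher means lower luciferase signal from less NR2E3 corepressor binding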
# KKLEB tox: reduces viability of KKLEB cystic fibrosis airway cells | KKLEB CF airway cells viability, ATPlite luminescence, overnight; active compounds read low; cells stimulated with P. aeruginosa culture filtrate | activity change (cytotoxicity), % at 5 µM | 360,000 compounds, 0.36% hits | AID 602141;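 active = corrected activity change at or below -50% at 5 µM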
# Shn3 inh set2: inhibitors of Schnurri-3 3'UTR reporter in osteoblasts | inhibition, % at 12.5 µM | 360,000 compounds, 0.52% hits | Clone20 osteoblast Shn3 3'UTR firefly luciferase, 24 h | AID 588674;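 active = mean inhibition of at least 75% with every replicate also reaching 75%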;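 note: 0% = median of neutral control wells and 100% = pilot-screen positive control compound; some compounds past the cut are filed as inactive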
# HIF-2a inh: HIF-2a inhibition; 786-0 RCC cells HIF-2a reporter, luciferase luminescence, overnight; 360,000 compounds, 0.72% hits; inhibition, % at 18.8 µM;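 active = inhibition of the luminescence signal of 40% or more relative to plate controls, in a single-dose primary screen at 18.75 µM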
# CF NFkB inh: cystic fibrosis NF-kB activation inhibition. inhibition, % at 5 µM. AID 588850. KKLEB NF-kB-GFP reporter, PAF-induced, GFP fluorescence overnight. 360,000 compounds, 0.86% hits;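 active = at least 50% inhibition at 5 µM, scaled per plate between neutral and stimulator controls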;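 note: PAF is a Pseudomonas aeruginosa culture filtrate used as stimulus; plate controls were PAF-stimulated DMSO wells for no effect and unstimulated DMSO wells for full effect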
# Peg3 prom inh: inhibitors of Peg3 promoter | HeLa PEG-Prom luciferase reporter, luminescence, overnight | AID 588405 | 360,000 compounds, 1.7% hits | inhibition, % at 20 µM;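 active = inhibition of at least 50% at 20 µM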
# Vif imaging: inhibitors of HIV Vif. HEK293T cells, Vif self-association by quenched fluorescence, imaging, 24 h. inhibition, % at 7.49 µM. 340,000 compounds, 0.35% hits; in the data active = inhibition above about 50%, passing the limit was not always enough; note: some results filed as inactive read as strong as hits
# TRPM1 prom inh: MITF TRPM1 promoter inhibition in SK-MEL-5 cells | SK-MEL-5 TRPM1 promoter luciferase, 24 h | inhibition, % at 12.5 µM | 330,000 compounds, 0.83% hits | AID 488899;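 active = mean inhibition across replicates of 60% or more, whatever share of single replicates reaches that level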; note: values of inactives mirror those of a sister screen read the other way
# * hit, by the source's call; . = not tested or not shown; & = joins results of further samples.
entry	molecule	PDI turbidity	NR2E3 ag-1	CaV13 FRET inh	NR2E3 ag-2	KKLEB tox	Shn3 inh set2	HIF-2a inh	CF NFkB inh	Peg3 prom inh	Vif imaging	TRPM1 prom inh
1	COc1ccccc1C(=O)NCC(=O)n1nc(C)cc1C	5	2	-5	-12	7	8	13	5	8	4	6
2	CCCN(CC(=O)Nc1ccccc1OC)C(=O)c1cc2ccccc2o1	-5	2	2	-14	6	2	-1	-5	8	-4	24
3	N#Cc1ccc(OCC(=O)OCC(=O)c2ccc[nH]2)cc1	6	.	-7	-21	9	-2	5	-8	-3	-7	0
4	CCc1nc2c(c(=O)[nH]1)C(CC)(CC)Cc1ccccc1-2	-7	-4	-5	18	5	0	17	-2	14	0	15
5	COc1cccc(C(=O)c2c[nH]c(C(=O)NCCCN3CCOCC3)c2)c1	-1	4	16	-4	7	12	2	7	-1	-5	6
6	O=C(CSc1ncnc2c1oc1ccccc12)N1CCN(c2ccccc2)CC1	-2	0	-5	7	-5	14	-6	-8	8	4	9
7	COc1ccc(/C=C2\CCn3c2nc2ccccc2c3=O)cc1OC	14	-1	.	-80	-4	-15	-270	12	-246	-1	-93
8	CCC(NC(=O)c1ccccc1NC(=O)c1ccccc1)C(=O)OC (stereo unspecified)	-2	-3	-21	3	5	-2	24	-6	8	11	5
9	CC(=O)Nc1c(C)nn(-c2ccc([N+](=O)[O-])cc2)c1C	-3	-2	-6	-26	12	-12	5	-10	-3	-2	-10
10	COc1ccc(C2CC(c3ccc([N+](=O)[O-])cc3)=NN2C(=O)c2ccccc2)cc1OC (stereo unspecified)	1	0	-7	22	-10	-6	14	10	16	13	10
11	CCOc1ccc(C2CC(c3cccc(C)c3)n3nc(N)nc3N2)cc1 (stereo unspecified)	.	3	-2	-18	1	8	10	0	18	-2	6
12	CN(C)c1ccc(C=c2c3cc(O)ccc3n3c2cc(-c2ccccc2)[n+]3C)cc1	0	.	-11	-4	-8	72	-73	-71	46	-15	90*
13	CSC(SC)=C(C(C)=O)C(=O)c1ccc(C)cc1	-3	-1	-3	25	0	-19	-93	21	-31	1	-3
14	COc1ccc(C(CNC(=O)c2cc3ccccc3cc2O)N2CCOCC2)cc1 (stereo unspecified)	-2	0	-6	-2	17	3	20	-5	15	1	13
15	CC(=O)N(C(C)=O)c1c(N2CCOCC2)c2ccccc2oc1=O	-5	3	-7	10	-3	3	-25	3	21	-9	9
16	CCc1ccc(NC(=O)CCCNC(=O)Cn2cnc3sc(C)c(C)c3c2=O)cc1	-5	1	-7	-42	-1	-1	7	0	24	15	6
17	O=C(COC(=O)c1ccccc1Br)NC(=O)NCc1ccccc1	-13	.	-5	5	11	-4	-5	-21	-18	-4	-7
18	N=c1n(CCc2ccccc2)c2ccccc2n1Cc1ccccc1F	6	-6	-6	1	-19	25	16	14	25	-4	53
19	Cc1cccnc1NC(=O)c1ccccc1-c1ccccc1C(=O)Nc1ncccc1C	5	3	-5	-23	7	15	9	0	-10	4	5
20	COc1ccc(OC)c(C2CC(=O)N3CN(c4ccccc4)CSC3=C2C#N)c1 (stereo unspecified)	.	-1	-2	-10	-10	4	-1	17	0	3	.
21	COc1ccccc1CN1CC(C(=O)N2CCCCO2)CCC1=O (stereo unspecified)	-7	0	-7	-90	5	-58	-198	-19	-138	1	-48
22	CCOC(=O)C1=C(C)Nc2sc(C(=O)c3ccc(C)cc3)c(N)c2C1c1ccc(C(=O)OC)cc1 (stereo unspecified)	7	9	-12	-13	-4	16	13	-56	4	-1	-1
23	COc1ccc(NC(=O)c2ccc(CN3CCN(c4ccccc4)CC3)cc2)cc1OC	7	1	.	-33	-12	27	-1	8	15	6	8
24	O=C(O)CCn1c(=O)oc2cc(S(=O)(=O)N3CCCC3)ccc21	2	.	-5	-2	-6	-9	15	-24	14	29	3
25	CCN(CC)CCCNC(=O)c1cn(CCOC)c(=O)c2c1c1ccccc1n2C	-1	4	-5	-17	3	2	-7	2	35	11	3

# Exported with values under each structure: 2 of the compounds above.
# Fields: PDI turbidity, NR2E3 ag-1, CaV13 FRET inh, NR2E3 ag-2, KKLEB tox, Shn3 inh set2, HIF-2a inh, CF NFkB inh, Peg3 prom inh, Vif imaging, TRPM1 prom inh
[23] COc1ccc(NC(=O)c2ccc(CN3CCN(c4ccccc4)CC3)cc2)cc1OC
 : 7, 1, ., -33, -12, 27, -1, 8, 15, 6, 8
[24] O=C(O)CCn1c(=O)oc2cc(S(=O)(=O)N3CCCC3)ccc21
 : 2, ., -5, -2, -6, -9, 15, -24, 14, 29, 3

# New compounds follow
entry	molecule	PDI turbidity	NR2E3 ag-1	CaV13 FRET inh	NR2E3 ag-2	KKLEB tox	Shn3 inh set2	HIF-2a inh	CF NFkB inh	Peg3 prom inh	Vif imaging	TRPM1 prom inh
26	O=C(CCNC(=O)C1CCN(S(=O)(=O)c2ccc(F)cc2)CC1)NCc1ccc(Cl)cc1	-7	1	-6	-32	-3	-15	14	6	12	-19	2
27	CCn1c(SCC(=O)Nc2nc(-c3ccc(C)cc3)cs2)nnc1-c1ccccc1	4	1	-5	-16	2	-14	-39	-10	-12	-19	5
28	COC(=O)C1=C(C)N(C)C(C)=C(C(=O)OC)C1c1ccsc1	-5	2	-5	-3	0	0	-11	-13	10	22	7
29	CC(C(Sc1ccccc1N)c1ccccc1)[N+](=O)[O-] (stereo unspecified)	-11	-7	-5	-50	-16	63	-46	4	49	-4	71*
30	Cc1ccccc1C(=O)Nc1ccnn1C1CCN(C(=O)c2cnsn2)CC1	-3	1	-2	-19	4	-25	-10	-11	-10	3	-4
31	CC(C)(C)OC(=O)NCCCC[C@H](NC(=O)[C@H](Cc1c[nH]c2ccccc12)NC(=O)OCc1ccccc1)C(=O)O	13	0	-19	6	-13	6	13	8	-2	4	8
32	COCCCNC1=C(C#N)C(=O)NC(c2cccs2)S1 (stereo unspecified)	-9	.	-12	8	6	-11	-4	-14	-11	.	.
33	Cc1cc(C)c(C#N)c(SCCS(=O)(=O)c2ccc(Cl)cc2)n1	-2	-5	-7	6	-19	23	4	-1	16	-10	12
34	C=CC[C@@H](CC(=O)N[C@@H](CO)Cc1ccccc1)C(=O)N[C@H](C)COC(=O)[C@@H](CC=C)Cc1ccc(F)cc1	1	.	-4	11	-22	-26	17	17	14	22	4
35	CC(=O)OC1CC2(C)C(=O)CCC2C2CCc3cc(O)ccc3C12 (stereo unspecified)	0	4	-7	-21	-5	5	8	4	18	-1	-2
36	Cn1c(-c2ccc(Br)cc2)cnc1NCc1ccc(C#N)cc1	-1	3	-3	-9	-3	-4	17	2	23	-6	2
37	CC1CC(C)CN(C(C(=O)NC2CCCCC2)c2ccnc3ccccc23)C1 (stereo unspecified)	.	.	.	-9	12	-7	17	-20	7	-6	.
38	COCCn1cnc2c1c(=O)n(CC(=O)O)c(=O)n2Cc1ccccc1	0	3	-20	2	-8	-6	0	12	20	-12	4
39	CCCCOc1ccc(C(=O)NCc2ccccn2)cc1	-10	-3	.	-12	10	-8	-75	-22	-70	-5	-23
40	CCC(C)[C@H]1CN=C(N)N1CCCc1cc(OC)c(OC)c(OC)c1 (stereo partly specified)	-4	4	-5	-16	-14	-27	8	15	-19	-19	2
41	O=C(COc1ccc2ccccc2c1)Nc1ccc(Br)cc1C(=O)O	-8	6	-6	-16	16	18	-30	-28	30	2	2
42	C/C(N)=C(/C#N)C(=O)CSc1nnc(-c2ccc(OC(F)F)cc2)o1	-2&8	6	-2	-143&-112	-2&4	-52&-21	-238	-17&-11	-345	7&7	-77&-64
43	COc1ccc(C(=O)N[C@H](C(=O)NCCCSc2ccccc2)C(C)C)cc1	9	.	-6	-52	12	21	13	-10	11	-3	-10
44	COc1ccc(NC2CC(=O)N(c3cc([N+](=O)[O-])ccc3C)C2=O)cc1 (stereo unspecified)	13	2	-11	-16	4	-2	9	10	3	2	4
45	CCN(C[C@H]1N[C@@](Cc2ccccc2)(C(=O)OC)[C@H]2C(=O)N(C)C(=O)[C@@H]12)S(=O)(=O)c1ccc(OC(F)(F)F)cc1	2	.	-4	-20	-8	4	15	-3	18	-9	-4
46	COc1ccc(NC(=O)CN(C)S(=O)(=O)c2cnc[nH]2)cc1OC	-1	2	-2	-7	-2	-5	6	6	16	-2	0
47	COc1nc(N2CCOCC2)nc(C)c1[N+](=O)[O-]	-5	-1	-3	18	5	-6	9	-10	10	0	-6
48	Cc1noc(C)c1S(=O)(=O)N1CCC(C(=O)c2ccccc2)CC1	12	-3	-19	7	-3	-10	17	-11	5	8	11
49	Nc1nc(N)nc(-c2cccc(Cl)c2Cl)n1	-4	5	-2	-20	10	14	5	-8	3	-2	17
50	O=C(c1ccco1)N1CCN(c2nc(C3CC3)nc3c2nnn3Cc2ccccc2Cl)CC1	1	0	-1	-5	-11	16	-4	-1	28	-18	3
51	Nc1nonc1-n1nnc(C(=O)N/N=C/c2cccc(Cl)c2)c1CSc1ccc(Cl)cc1	0	-1	-5	-33	-40	-19	21	33	21	18	5
52	O=C(COC(=O)Cc1ccc(F)cc1)NC(=O)c1ccccc1	5	0	-5	24	-1	4	5	-8	-16	-2	0
53	COCCCN(C(=O)c1cc(Cl)nc2ccccc12)c1c(N)n(Cc2ccccc2)c(=O)[nH]c1=O	7	.	-5	4	-16	-2	14	-5	-4	3	-1
54	COc1ccc(C(=O)N=c2sc3ccccc3n2C)cc1OC	-4	2	-4	-82	26	-86	-329	-31	-252	-8	-80
55	CCNc1ccc(C(=O)OCC)cc1NC(=O)c1cc(S(=O)(=O)N2CCOCC2)ccc1C	-6	1	-5	-9	3	-7	-19	-28	20	6	-6
56	COc1ccc(NC(C)=O)cc1NC(C)C(=O)Nc1cc(C(F)(F)F)ccc1N1CCOCC1 (stereo unspecified)	6	4	-5	4	-13	2	21	24	12	2	5
57	OCCN1CCN(Cc2ccc3ccccc3c2)CC1	-9	0	-20	-18	-1	10	8	-8	4	0	10
58	CCOc1ccc(NS(=O)(=O)c2cc(C(=O)NCCCN3CCOCC3)ccc2C)cc1	3	3	-7	-5	-3	-10	-16	13	-26	-6	-5
59	Cc1cccc(C)c1OCCOC(=O)c1n[nH]c2ccccc12	1	-3	-3	1	-21	60	-14	-5	-37	-2	-21
60	CCN(CCCNC(=O)CN(C)S(=O)(=O)c1cccc2nsnc12)c1cccc(C)c1	-2	-1	-5	-6	-1	8	10	2	17	-2	2
61	CC1(C)CC(NCc2ccncc2)CC(C)(C)N1	2	-2	1	8	0	-4	2	10	6	9	5
62	CC1CCC(=O)N(CCC#N)CC1 (stereo unspecified)	-4	1	-11	-4	-16	2	15	11	-3	-3	-3
63	CCN(C(=O)c1cn(CC)c(=O)c2cc(OC)c(OC)cc12)c1ccccc1C	12	-2	-5	-16	-2	8	4	9	8	.	6
64	O=[N+]([O-])c1cc(S(=O)(=O)N2CCCC2)ccc1NN=C1CCCC1	-15	1	-15	5	2	6	13	12	22	3	5

# Screening results from PubChem.
